bCat nuc transl: beta-catenin nuclear translocation modulation; HeLa beta-catenin nuclear translocation, immunofluorescence imaging; nuclear translocation activity, % at 5 µM; 190,000 tested, 0.3% active;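 active = nuclear translocation activity above 50% at 5 µM, with a well cell count of 50 or more; inconclusive = wells under 50 cells across six images, flagged as toxic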;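 also: per-cell ratio of nuclear to cytoplasmic median beta-catenin stain intensity; plate controls were DMSO negative control for no effect and GSK-3 inhibitor IX positive control for full effect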
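assay system = human HeLa cells, endogenous beta-catenin | times = compound treatment 24 h, 37°C, 5% CO2 | detection = Anti-beta-catenin immunofluorescence on PFA-fixed, Triton-permeabilized cells, DAPI nuclei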
Ins promoter up: MIN6 insulin promoter up-regulation; AID 1625; 190,000 tested, 0.3% active; MIN6 insulin promoter-GFP reporter, high-content imaging; stronger effect = higher value; z-score at 5 µM;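 active = z-score above 3 at 5 µM with at least 500 cells counted in the well; inconclusive = wells under 500 cells, flagged as cytotoxic or low count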
CSM14.1 death rescue: protection against thapsigargin-triggered cell killing – 384-well, CSM14.1, ATP luminescence, primary screen (AID 1222). 190,000 tested, under 10 active. cellular ATP content (survival), % at 20 µM; hits with a dose series show EC50 in µM. CSM14.1 thapsigargin-induced death rescue, ATP luminescence; higher % means a stronger effect;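 active = EC50 below 50 µM in the dose-response confirmation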;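 also: death triggered by thapsigargin at about 15 µM added after 2 h compound pretreatment; cell ATP read after overnight thapsigargin exposure of roughly 18 to 22 hours; normalized against plate controls of thapsigargin alone and 5% DMSO vehicle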
Salmonella PhoP GFP: inhibitors of PhoP regulon expression, primary screen, Salmonella Typhimurium, GFP reporter (AID 1863); S. Typhimurium PhoP-regulated promoter GFP reporter, 4 h; higher % means a stronger effect; inhibition, % at 50 µM; hits with a dose series show IC50 in µM; 300,000 tested, 0.16% active;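 active = inhibition over 29.93%, a cutoff 3 SD above the screen mean, later confirmed by dose response; inconclusive = inhibition over 29.93% but no dose response follow-up; inactive = inhibition at most 29.93% or unconfirmed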;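 also: 0% = low Mg2+ inducing control and 100% = high Mg2+ repressing control; strong numbers were not always called active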
T cell HTS: T cell immune modulators affecting CD8 T cell-vesicle binding; AID 2052; 330,000 tested, 0.068% active; 2C CD8+ T cell-vesicle binding, flow cytometry; stronger effect = lower value; calls only at 7 µM;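 active = response, share of CD8 T cells binding vesicles, and their 90th percentile fluorescence all below set limits, cut at about 80% in these data, passing the limit was not always enough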
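System: murine 2C transgenic CD8+ T lymphocytes; also added: QL9-loaded Drosophila micro-vesicles; times: binding 1.5 h at 37 °C; measured by: flow cytometry, PE anti-B7-1 (FL2) versus Alexa647 anti-CD8 (FL8), PFA-fixed; control set: Peptide-free naked vesicles (low) and QL9 vesicles with 0.7% DMSO vehicle (high)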
Autophagy HCS: autophagy modulation, high-content screen | MEF GFP-LC3 puncta imaging; test concentration mostly 10 µM | calls only at 10 µM (by protocol) | 190,000 tested, 0.98% active;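 active = percentage of spot-positive cells more than 3 SD above its plate mean, without a fluorescence outlier flag or 80% toxicity; inconclusive = no clear call, values can overlap the other calls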;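 also: spot-positive cell cutoff set from DMSO-treated cells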
MT stabilizer: stabilizes microtubules in HeLa cells | HeLa tubulin immunostaining HCS, 24 h; share of cells brighter than vehicle mean+2SD | % tubulin-high responders, % at 10 µM | 200,000 tested, 0.83% active | AID 2205;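 active = plate Z-score above 3 for both tubulin-high and condensed-nucleus cell shares, with cell loss under 80%, at 10 µM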;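 also: anti alpha tubulin signal scored within the nucleus-defined area of each cell; some results filed as inactive read as strong as hits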
Dynein transport: dynein cargo transport inhibition | 3617.4 mouse cells, GR-EGFP nuclear translocation imaging; test concentration mostly 20 µM; stimulated with dexamethasone, 1 µM; stronger effect = lower value | z-score, hits read low | 220,000 tested, 0.47% active | AID 1381;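 active = plate z-score of nuclear minus cytoplasmic receptor signal below a set negative limit, without overly bright fluorescence or cell loss, cut at about -3.5 in these data, passing the limit was not always enough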;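 also: z-score of nuclear minus cytoplasmic ring GR-EGFP intensity difference per well; some compounds called inactive have numbers as strong as hits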
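Buffer or medium: tet-free, stripped-serum medium; reagent: dexamethasone at 1.0 µM final, 30 min; incubation: 48 h induction, 1 h compound, 30 min dex at 37 °C; measured by: formaldehyde fixation, Hoechst nuclear stain, 10x automated fluorescence imaging; read-out: nuclear-to-cytoplasmic GR-EGFP distribution per well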
Lipid droplet: hepatic lipid droplet formation modulation. AML12 mouse hepatocytes, oleate lipid droplets, BODIPY imaging. inhibition, % at 6.5 µM. 240,000 tested, 0.4% active. AID 1656;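 active = lipid droplet intensity inhibited by at least 50%, with more than 500 cells counted; inconclusive = wells with under 300 cells, treated as cytotoxic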
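Assay system: AML12 hepatocytes (mouse) / Also added: 100 µM oleic acid challenge / Times: overnight treatment with compound plus oleate / Detection: high-content imaging of BODIPY-stained droplets and DAPI nuclei / Evaluation: % inhibition of lipid droplet signal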
Dynein transport cytoplasmic EGFP: further read-out of Dynein transport, marked with its call; z-score; measured here: cytoplasmic GR-EGFP intensity; stronger effect = higher value
Dynein transport nuclear GR-EGFP: also measured in Dynein transport; calls as there; z-score; measured here: nuclear GR-EGFP intensity;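 lower value marks the stronger effect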
Dynein transport cell count: further read-out of Dynein transport, marked with its call; z-score; measured here: cell count per field
Ins promoter up cell count: recorded beside Ins promoter up, whose call it bears; cell count; measured here: cytotoxicity, nuclei count;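 total cells summed across four imaged fields per well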
Lipid droplet cells 6.5 µM: second read-out of Lipid droplet, no call of its own (marks repeat the call); cell count; measured here: cell count, cytotoxicity flag;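 cells counted across two imaged fields per well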
bCat nuc transl cell count 5 µM: second read-out of bCat nuc transl, no call of its own (marks repeat the call); cell count; measured here: cell count, cytotoxicity flag
T cell HTS vesicle-bound %: recorded beside T cell HTS, whose call it bears; double positive events, %; measured here: CD8+ vesicle-bound cell fraction;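 binding gate set so that unloaded-vesicle control wells show 10% double positive cells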
MT stabilizer Hoechst-high %: second read-out of MT stabilizer, no call of its own (marks repeat the call); % Hoechst-high responders; measured here: nuclear condensation Hoechst responders;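 share of cells brighter than vehicle mean plus two SD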
MT stabilizer cytotoxicity %: second read-out of MT stabilizer, no call of its own (marks repeat the call); toxicity, %; measured here: cytotoxicity by cell density;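 0% = mean cell density of plate MIN control wells and 100% = no cells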
Autophagy HCS cell loss 18 h: further read-out of Autophagy HCS, marked with its call; toxicity, %; measured here: cell loss, nuclei count;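 cell loss after 18 h compound exposure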
Active calls of the source: *; i = inactive; ? = inconclusive; nt = not tested or not shown.

SMILES	bCat nuc transl	bCat nuc transl cell count 5 µM	Ins promoter up	Ins promoter up cell count	CSM14.1 death rescue	Salmonella PhoP GFP	T cell HTS	T cell HTS vesicle-bound %	Autophagy HCS	Autophagy HCS cell loss 18 h	MT stabilizer	MT stabilizer Hoechst-high %	MT stabilizer cytotoxicity %	Dynein transport	Dynein transport cytoplasmic EGFP	Dynein transport nuclear GR-EGFP	Dynein transport cell count	Lipid droplet	Lipid droplet cells 6.5 µM
Clc1ncccc1-c1nc2ccccc2n1Cc1ccccc1	-0.5	1375	-0.64	1622	-0.3%	-0.4%	i	57.4	i	20.2	2.1	2.0	8.7	1.46	1.27	1.86	-0.961	nt	nt
Cc1ccc(/C=N/N2CCN(C3c4ccccc4-c4ccccc43)CC2)s1	0.3	1195	0.79	1440	-2.5%	-7.8%	i	17.4	i	-11.7	4.0	5.2	4.3	0.403	-0.0639	0.554	0.422	-6.4	630
O=C(CN1C(=O)c2ccccc2S1(=O)=O)N1CCN(Cc2ccc3c(c2)OCO3)CC1	0.9	1019	1.66	812	-3.2%	8.8%	i	43.0	i	20.3	2.2	2.6	12.6	-0.467	-0.265	-0.403	1.55	-15.8	712
Cc1cccc(C2=NC(C(F)(F)F)(C(F)(F)F)c3c(n(-c4ccc(F)cc4)c(=O)[nH]c3=O)N2)c1	-0.7	528	0.52	1456	1.1%	-2.0%	i	4.1	i	-5.7	3.7	3.1	2.3	-3.74*	1.12*	-2.17*	-0.28*	3.1	636
C/C=C/C(=O)Nc1nnc(-c2ccccc2C)s1	0.4	939	0.04	1311	-0.1%	nt	i	53.7	i	-26.5	2.5	3.7	9.6	-0.44	-0.351	-0.0494	0.924	3.4	732
CCC1(C)Cc2nc(Cl)c(C#N)cc2CO1 (stereo unspecified)	0.2	1270	-0.42	1019	nt	-11.2%	i	43.0	nt	nt	nt	nt	nt	-0.893	-0.237	-0.0479	0.623	-9.5	784
CN(C)c1ccc(Nc2nc(N)c([N+](=O)[O-])c(N3CCOCC3)n2)cc1	nt	nt	-0.15	1234	-1.8%	7.9%	i	43.5	i	-8.4	2.1	2.7	5.7	-0.118	-0.278	-0.374	0.587	-0.9	575
Cc1cccc2nc(CSc3nc4[nH]ncc4c(=O)n3-c3ccccc3Cl)cc(=O)n12	-1.4	555	-0.91	998	-2.1%	5.3%	i	2.9	i	2.8	2.9	1.7	5.0	0.354	-0.198	1.22	0.22	-23.7	702
O=[N+]([O-])c1cc2c(cc1Br)CCN2	1.2	969	-0.58	1526	-1.2%	6.0%	i	36.1	i	-4.5	4.2	2.7	8.8	-0.218	-0.309	0.252	-0.207	-0.2	751
Cc1ccc(-c2nn(C(C)(C)C)c3ncnc(NS(=O)(=O)c4ccc([N+](=O)[O-])cc4)c23)cc1	0.0	1172	-1.98	1220	1.1%	-9.1%	i	44.0	i	-3.7	4.3	1.7	12.5	-0.368	-0.347	-0.198	0.921	22.5	721
CCOCCCn1c(=S)[nH]c2cc(C(=O)N3CCOCC3)ccc2c1=O	-1.6	1438	0.83	1434	-2.1%	-3.9%	i	26.4	i	8.8	3.7	2.5	3.6	-0.371	-0.33	-0.107	-0.132	nt	nt
Cc1c(Br)c(=O)[nH]c(=O)n1COCc1ccccc1	-0.5	858	-0.29	1266	-0.3%	6.4%	i	30.3	i	7.6	2.4	1.9	4.2	-0.241	-0.245	0.214	0.143	nt	nt
Cc1ccc(C2OC(=O)c3ccccc32)cc1 (stereo unspecified)	-2.3	1012	0.36	1310	0.4%	1.1%	i	31.7	i	8.8	2.7	2.5	8.1	-0.279	0.13	-0.469	0.0933	-11.0	652
O=C(/C=C/c1cccc([N+](=O)[O-])c1)NC(=S)Nc1ccc(CN2CCOCC2)cc1	-1.1	936	nt	nt	-4.1%	-2.3%	i	56.0	i	5.6	4.5	2.7	7.5	-0.611	0.267	0.149	-0.856	-0.3	614
COc1ccccc1C1(O)CC2CCC(C1)N2S(=O)(=O)c1ccc(C(C)=O)cc1 (stereo unspecified)	-7.1	1030	0.1	1141	-0.2%	-10.0%	i	25.5	i	9.4	4.3	2.3	7.4	-0.862	-0.27	-0.0993	0.916	nt	nt
FC(F)(F)c1ccccc1NC(=S)N/N=C1\CC2CC=CC12 (stereo unspecified)	nt	nt	nt	nt	-2.8%	0.8%	nt	nt	i	12.4	10.5	0.9	6.7	-0.138	-0.35	-0.097	1.02	-8.3	709
CC(C)N(Cc1ccccc1)C(=O)c1cnc2n(c1=O)CCS2	-2.4	1145	1.03	1868	nt	-6.7%	i	30.6	nt	nt	5.5	1.9	5.2	1.13	-0.126	1.04	-0.585	-1.0	636
COc1ccc(CCN=C(NS(=O)(=O)c2ccccc2)c2ccccc2)cc1OC	-3.4	1064	nt	nt	1.3%	-6.7%	i	29.6	i	19.3	3.8	1.7	1.7	-0.58	-0.37	-0.148	0.313	2.6	678
COc1ccc(NC(=O)CSc2nnc(-c3cccnc3)n2C)cc1	1.9	1322	-0.12	1064	nt	3.8%	i	36.9	nt	nt	nt	nt	nt	1.38	-0.148	0.548	-1.66	-1.3	707
CCCC1CC(CSc2ncn[nH]2)OC1=O (stereo unspecified)	-0.8	539	0.22	1291	-2.7%	5.8%	i	30.2	i	6.7	4.4	1.4	9.9	-0.417	0.957	0.46	0.636	13.8	740
Cc1cccc(NC(=O)CN2C(=O)N/C(=C/c3cc(C)n(-c4ccncc4)c3C)C2=O)c1	nt	nt	-0.09	1175	-1.1%	-1.7%	i	53.8	i	-9.3	1.6	3.4	10.7	0.291	-0.263	-0.183	-0.598	0.5	718
CN(Cc1ccccc1)C(=S)Nc1ccc(OC(F)F)cc1	-1.5	977	nt	nt	-0.7%	-13.2%	i	24.5	i	11.5	3.9	2.8	6.4	-0.49	0.0736	-0.268	0.051	2.3	488
O=C(c1ccc2c(c1)OCCO2)N1CCCC(CNS(=O)(=O)c2cccs2)C1 (stereo unspecified)	-1.4	1007	-0.37	1492	-1.6%	2.4%	i	1.8	i	-1.3	1.8	0.9	3.1	2.95	-0.023	2.41	-2	10.4	700
CCCn1c(=O)c(C(=O)N/N=C/c2ccccc2F)c(O)c2ccccc21	-0.4	1523	0.09	1125	0.2%	7.8%	i	30.6	i	11.7	1.2	1.9	5.7	-0.768	-0.214	-0.568	0.337	-3.7	632
N#C/C(=C\N1CCOCC1)c1ccccc1	-1.0	978	-0.27	989	-1.9%	-7.4%	i	11.3	i	0.8	2.0	1.4	2.6	0.14	-0.163	0.0294	0.264	-4.1	793
O=C(O)CSC1CC(=O)N(c2ccc(Cl)c(Cl)c2)C1=O (stereo unspecified)	0.3	1124	-0.02	1308	nt	-8.7%	i	57.6	i	3.9	2.9	2.9	40.0	0.312	-0.21	0.545	-1.39	-1.0	698
Cc1cc(NNC(=O)Nc2cccc(Cl)c2)nc2c1c(C)nn2C	-0.3	1346	?	nt	nt	0.9%	i	22.4	nt	nt	nt	nt	nt	-3.98	2.3	-1.11	-4.8	-10.4	728
CCOC(=O)c1cnc2c(C#N)c(C)nn2c1C	-0.1	753	-1.17	1551	1.4%	10.4%	i	5.0	i	2.0	2.8	2.8	9.7	-0.674	0.822	0.127	0.502	nt	nt
O=C(CN1CCOCC1)N/N=C/c1ccc(-c2ccc(C(=O)O)cc2)o1	-0.4	1307	0.29	1005	nt	-0.2%	i	40.0	nt	nt	nt	nt	nt	-0.716	0.371	0.08	0.515	2.0	679
COc1cccc(-c2cc(C(=O)Nc3c(C)n(C)n(-c4ccccc4)c3=O)no2)c1	-0.5	1143	nt	nt	1.5%	0.9%	i	28.2	i	-6.6	0.9	1.3	9.4	0.617	-0.34	0.392	-0.34	9.6	792
COC(=O)CC1COc2ccccc2N1C(=O)c1cccc(C(F)(F)F)c1 (stereo unspecified)	-3.4	1055	-0.06	1337	-0.5%	1.0%	i	35.4	i	-12.2	3.0	2.6	14.2	-0.272	-0.351	-0.675	0.456	-18.2	699
Cc1cccc(N2C(=O)C(Oc3ccc(Cl)cc3Cl)C2C=O)c1C (stereo unspecified)	0.7	874	-0.7	1227	-2.8%	-3.6%	i	42.3	i	1.2	1.9	2.5	3.6	-1.44	-0.278	-0.929	0.685	14.4	685
